# FN deposit inh – fibronectin deposition inhibition. AH1F fibroblasts, Alexa488-fibronectin deposition fluorescence, overnight. inhibition, % at 12.6 µM. 0.086% of 350,000 active. AID 743247;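 active = mean inhibition across replicates of 30% or more, regardless of how many single replicates reach that level; inconclusive = mean under 30% yet at least half of replicates reach 30%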;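 note: positive control wells lacked labelled fibronectin entirely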
#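 Material: AH1F fibroblasts assembling fluorescent fibronectin matrix; amount: 10000 AH1F cells/well; medium: DMEM, 2% serum; reagent: Alexa488-fibronectin, 24 nM final in well; dosing: single compound dose, delivered by pin transfer; incubation: 1 h adhesion, overnight exposure; detection: fluorescence after three HBSS washes, excitation 485 nm, emission 525 nm; measure: fibronectin deposition inhibition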
# RAD52 anneal inh – inhibitors of human RAD52 DNA annealing | P43351 | recombinant RAD52 DNA annealing, FRET fluorescence | inhibition, % at 18.7 µM | 0.46% of 360,000 active;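 active = every replicate showing at least 50% inhibition; inconclusive = mean inhibition at least 50% but not in every replicate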
# Target sequence (P43351 whole entry, looked up): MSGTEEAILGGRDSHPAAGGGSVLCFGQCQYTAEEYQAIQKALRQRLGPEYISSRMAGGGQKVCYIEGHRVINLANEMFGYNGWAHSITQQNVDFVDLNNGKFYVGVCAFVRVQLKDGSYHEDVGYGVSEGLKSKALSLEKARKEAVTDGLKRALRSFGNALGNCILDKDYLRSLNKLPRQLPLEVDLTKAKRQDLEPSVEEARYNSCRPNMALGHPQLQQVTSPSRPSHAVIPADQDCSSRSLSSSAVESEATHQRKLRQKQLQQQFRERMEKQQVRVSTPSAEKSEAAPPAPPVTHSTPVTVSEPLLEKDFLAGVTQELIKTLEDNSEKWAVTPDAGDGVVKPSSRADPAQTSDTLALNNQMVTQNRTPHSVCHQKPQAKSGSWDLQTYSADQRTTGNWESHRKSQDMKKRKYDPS
# EWS-Fli block – inhibitors of EWS/Fli oncoprotein transcriptional activity; A673 NR0B1-luciferase reporter, viability-normalised; inhibition, % at 12.6 µM; 0.67% of 350,000 active; AID 651661;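 active = mean inhibition of at least 50% after viability correction, with every replicate also passing that limit; inconclusive = mean reaches 50% but only one of two replicates passes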;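 note: firefly luciferase signal divided by Alamar Blue viability fluorescence both relative to DMSO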
# RAD54 branch – inhibitors of human RAD54 branch migration. 0.14% of 360,000 active. RAD54 Holliday junction branch migration, FAM/BHQ fluorescence. Q92698. AID 602329. inhibition, % at 10.4 µM;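 active = mean normalized replicate activity at least 40 and at least half of replicates scoring 40 or more; inconclusive = only one of the two criteria met; inactive = mean below 40 and under half of replicates reaching 40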;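 note: 0% = median of neutral control wells and 100% = median of positive control wells; inhibitors cause a drop in the FAM fluorescence signal; in these data hits start at about 50%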
# XiGFP reactiv – reactivates the inactive X chromosome in mouse fibroblasts. XiGFP mouse fibroblasts, % GFP-positive cells imaging, 3 d; cells co-treated with 5-aza-dC sensitizer; scaled so ellipticine positive control = 100%. 0.055% of 360,000 active. activation, % at 7.58 µM. AID 743238;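 active = mean normalized replicate activation at least 10% and every replicate at or above 10%; inconclusive = only one of the two criteria met; inactive = mean below 10% and not all replicates reach 10%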;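 note: 0% = median of on-plate neutral control wells and 100% = ellipticine 6 µM median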
#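 Material: SV40-immortalized XiGFP fibroblast cells, line 68-5-11 | Buffer or medium: DMEM containing 5-aza-dC | Dosing: One concentration, pinned | Times: 3 d treatment, 15 min room-temperature fixation | Controls: Ellipticine 6 µM positive control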
# esBAF inh – blocks esBAF chromatin remodeling in mouse ES cells; 2% of 350,000 active; AID 602393; Bmi1-luciferase knock-in reporter, 24 h; 100% = twice the neutral-well signal; reporter increase, % at 12.5 µM; in the data active = activation above about 40%; inconclusive = no clear call, values can overlap the other calls;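 note: 0% = median of the plate's neutral control wells and 100% = double that signal; a rise in the Bmi1 reporter signal indicates esBAF inhibition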
# E-sel inducer – induces E-selectin expression in human endothelial cells | activation, % at 7.58 µM | 0.37% of 260,000 active | HUVEC E-selectin immunofluorescence imaging; normalized: neutral wells 0, TNF-alpha wells 100;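 active = mean E-selectin-positive cell signal at least 10% of the positive control, reached in at least 60% of replicates, without over 20% cell loss; inconclusive = no rule given, readout overlaps actives, possibly toxicity-flagged; inactive = the rest, including those meeting only one limit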;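 note: in these data hits start at about 27%; measured in HUVEC primary endothelial cells; signal is the percent of cells scored E-selectin positive by PE staining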
#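 Test system: HUVEC | Signal: Immunofluorescence imaging | Read-out: Percent E-selectin-positive cells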
# S100A4 inh HTS – inhibitors of human S100A4 binding to myosin IIA peptide; P26447; S100A4/TAMRA-MyoIIA peptide fluorescence polarization; inhibition, % at 10.7 µM; 0.14% of 360,000 active; AID 652163;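 active = mean inhibition of at least 70% across replicates, with every replicate also reaching that level; inconclusive = mean inhibition reaches 70% but some replicates fall short; inactive = mean inhibition below 70%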
# Target sequence (P26447 whole entry, looked up): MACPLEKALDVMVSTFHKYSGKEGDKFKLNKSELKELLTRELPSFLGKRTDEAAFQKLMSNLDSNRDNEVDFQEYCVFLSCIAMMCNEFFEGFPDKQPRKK
#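 Material: S100A4 monomer protein | Medium: HEPES pH 7.2 with CaCl2, KCl, NaCl, DTT, Triton | Reagent: Labelled myosin peptide probe, 5 nM | Doses: One dose per compound | Times: 5 min incubation before reading | Benchmarks: Neutral control DMSO, positive control TFP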
# Active calls of the source: *; ? = inconclusive; / = not tested or not shown. Rows are unselected. Share with any hit: about 3%.
SMILES,FN deposit inh,RAD52 anneal inh,EWS-Fli block,RAD54 branch,XiGFP reactiv,esBAF inh,E-sel inducer,S100A4 inh HTS
O=C(NCC[C@H]1CC[C@@H](NS(=O)(=O)c2ccc(Cl)cc2)[C@H](CO)O1)c1ccccc1F,/,-8.3,2.1,-4.3,-0.3,-5.1,-1.1,-3.7
COc1ccccc1Nc1nc(-c2ccccc2O)nc2ccccc12,1.0,-15.9,14.7,/,0.1,/,/,-0.4
O=S(=O)(Nc1ccc2nc(N3CCOCC3)sc2c1)c1ccc(Cl)cc1,2.1,-0.6,-22.5,2.3,0.1,38.2,/,49.7
C[C@@H]1CN([C@@H](C)CO)C(=O)Cc2cc(NC(=O)C3CCCCC3)ccc2O[C@@H]1CN(C)C(=O)Nc1ccc(C(F)(F)F)cc1,/,10.8,6.0,-1.3,0.1,8.2,-1.6,7.0
O=C1CN(S(=O)(=O)Cc2ccccc2)C[C@H]2[C@H](c3ccc(C#Cc4cccnc4)cc3)[C@@H](CO)N12,/,-22.7,/,/,0.7,/,0.5,-8.5
CN1C(=O)c2cc(NC(=O)c3cccc(F)c3)ccc2OC[C@@H]2O[C@@H](CC(=O)O)CC[C@H]21,-3.1,/,-4.7,2.1,0.0,2.1,-0.1,/
CCCC#Cc1ccc2c(c1)O[C@H](CN(C)C(=O)Nc1ccc(OC)cc1)[C@@H](C)CN([C@@H](C)CO)S2(=O)=O,/,23.3,22.7,0.4,0.4,3.0,/,-8.1
CC(=O)N1CSCC1C(=O)NNS(=O)(=O)c1cccc(C(F)(F)F)c1 (configuration not stated),-4.0,0.5,3.1,/,0.0,2.0,0.2,-0.8
COc1ccccc1N1CCN(CCC(=O)Nc2cccc(Cl)c2)CC1,-2.9,0.5,-0.3,/,0.0,/,/,1.6
CCC(C)(C)NC(=O)C(c1ccc(C)cc1)N(CC1CCCO1)C(=O)CCC(=O)Nc1ccccn1 (configuration not stated),-8.7,-19.1,2.0,/,0.1,5.0,/,-4.9
OC[C@@H]1CN(Cc2ccc(Cl)cc2)C[C@H](n2cnc3c(NC4CCCC4)ncnc32)O1,0.0,-38.5,1.8,0.2,0.0,-6.7,/,-3.4
O=C(O)C(C(O)c1ccccc1)[n+]1ccccc1 (configuration not stated),/,-10.1,9.7,0.7,0.5,-2.7,0.0,-0.5
Cc1noc(C)c1NC(=O)Nc1ccc2c(c1)C(=O)N([C@H](C)CO)C[C@H](C)[C@H](CN(C)Cc1ccc3c(c1)OCO3)O2,/,-6.4,2.9,-0.7,0.3,3.8,/,-7.8
Cc1ccc(-n2nc3c(N4CCC(C(=O)NCCc5ccco5)CC4)nnc(C)c3c2C)cc1,14.0,-100.3,21.7,5.9,0.0,12.2,/,-16.2
CC(=O)CC1c2cc(F)ccc2C=C(c2ccsc2)N1c1ccc(C#CC2(O)CCCCC2)cc1 (configuration not stated),/,-19.7,10.0,/,0.0,/,0.4,0.5
COc1ccccc1-c1cnc2c(c1)C(=O)N([C@H](C)CO)C[C@@H](C)[C@H](CN(C)C(C)=O)O2,/,4.0,-9.0,10.4,-0.5,-6.2,-0.1,10.6
CCOC(=O)CN1C(=O)NC2(CCCc3ccccc32)C1=O (configuration not stated),-1.0,-10.7,14.1,-0.7,0.2,2.2,-0.2,1.1
COCC(=O)N(C)C[C@H]1Oc2ncc(C#Cc3ccccc3)cc2C(=O)N([C@H](C)CO)C[C@H]1C,2.2,-6.9,-0.4,9.1,-1.1,4.1,4.9,-46.0
COc1cc(NC(=O)Cc2c(C(=O)O)[nH]c3ccccc23)cc(OC)c1OC,/,-0.4,/,-6.3,/,-7.1,/,2.1
O=C(Cc1ccncc1)Nc1ccc2c(c1)[C@H]1C[C@@H](CC(=O)NC3CCCC3)O[C@H](CO)[C@H]1O2,-2.4,-9.2,7.2,0.6,0.1,3.3,0.0,-4.2
C[C@@H]1CN([C@@H](C)CO)C(=O)Cc2cc(NC(=O)CCC(F)(F)F)ccc2O[C@H]1CN(C)C(=O)Nc1ccc(F)cc1,/,2.8,-3.4,0.3,0.1,1.1,8.4,-10.9
CC(C)C#Cc1ccc([C@@H]2[C@H]3CN(C(=O)c4ccc5c(c4)OCO5)CCCCN3[C@H]2CO)cc1,/,-7.0,-3.5,-1.2,-0.1,/,-0.3,-0.7
Cc1nnnn1/C(=C\c1ccccc1)C(=O)OCC(=O)N1CC2(C)CC1CC(C)(C)C2 (configuration not stated),/,-22.4,-8.5,/,0.0,/,/,1.6
O=C(Nc1ccc2ccccc2c1)N1CCCN(CCOc2ccccc2)CC1,1.6,-6.3,8.3,/,-0.1,1.7,0.0,-6.6
Cc1ccc(S(=O)(=O)N(C)C[C@@H]2Oc3ccc(NC(=O)NC(C)C)cc3CC(=O)N([C@@H](C)CO)C[C@@H]2C)cc1,/,5.2,7.6,32.0,0.0,-1.2,0.3,10.4
SMILES,FN deposit inh,RAD52 anneal inh,EWS-Fli block,RAD54 branch,XiGFP reactiv,esBAF inh,E-sel inducer,S100A4 inh HTS
Cc1ccn2cc(C(=O)N3CCN(c4cnn(-c5ccccc5)c(=O)c4Cl)CC3)nc2c1,6.1,-1.6,4.6,-4.5,0.0,18.7,-1.7,-2.9
Oc1oc(-c2ccccc2)nc1C=Nc1cccc2ccccc12,/,-193.0,0.8,1.6,/,3.5,/,2.7
O=C(Nc1cccc(Cc2ccccc2)c1)Nc1cccc2[nH]c([C@@H]3O[C@H](CO)[C@@H](O)[C@H](O)[C@H]3O)nc12,-6.2,-12.9,-18.4,-6.6,0.1,1.4,/,4.5
Cc1ccc(-c2nc3ccc(Br)cn3c2Cc2ccccc2C(F)(F)F)cc1,-3.8,-19.1,-71.5,-4.2,?,58.8*,0.1,0.0
CCCCn1c2ccc(F)cc2c2nnc(SCCN3CCOCC3)nc21,1.8,1.0,10.3,7.9,0.0,-0.4,0.4,7.3
CN(CC(=O)Nc1cc(Cl)ccc1C#N)C1CCS(=O)(=O)C1 (configuration not stated),10.1,-23.6,14.3,-11.6,-0.1,-0.7,0.0,-1.9
COc1ccc(NC(=O)C2CCC(=O)N2S(=O)(=O)c2ccc(C)cc2)cc1Cl (configuration not stated),-3.9,-4.7,-7.0,3.7,0.2,-2.8,/,4.2
Cc1noc(C)c1NC(=O)Nc1ccc2c(c1)C(=O)N([C@H](C)CO)C[C@H](C)[C@@H](CN(C)Cc1ccc3c(c1)OCO3)OCCCC[C@H](C)O2,-8.0,/,-4.5,4.8,0.2,-2.9,1.1,/
CSc1ccc(S(=O)(=O)Nc2ccccc2C(=O)N2CCOCC2)cc1,-0.6,0.3,12.8,-11.2,0.1,-1.4,0.0,3.9
COCCN(C(=O)C1CC(=O)N(Cc2ccc(C)cc2)C1)c1c(N)n(CC(C)C)c(=O)[nH]c1=O (configuration not stated),0.4,-14.6,-6.0,2.8,0.7,-6.6,-0.3,1.4
CC(=O)N1CCSc2ccc(S(=O)(=O)Nc3ccccc3C)cc21,8.4,0.2,/,0.3,0.2,3.7,/,3.2
C[C@@H]1CN([C@@H](C)CO)C(=O)c2cccc(NS(=O)(=O)c3ccc(Cl)cc3)c2O[C@@H]1CN(C)S(=O)(=O)c1ccccc1,/,-3.3,6.8,1.9,-0.5,-1.4,-0.3,0.5
COC(=O)c1cc(F)c(-n2cncn2)c(F)c1,/,-12.9,-4.1,-8.2,/,-5.3,/,-9.0
O=C(Cc1ccc(F)cc1)N1CCN=C1SCc1cccc([N+](=O)[O-])c1,3.4,-19.3,4.2,/,-0.1,/,2.2,-1.9
CCOC(=O)C1=C(O)C(=O)N(CCCn2ccnc2)C1c1ccc(C)cc1 (configuration not stated),-4.4,-16.7,3.7,/,0.0,/,/,5.2
CO[C@H]1CN(C)C(=O)c2ccc(NC(=O)c3ccc(F)cc3)cc2OC[C@H](C)N(C(=O)CN(C)C)C[C@@H]1C,-9.2,/,-4.0,/,-0.4,-1.7,0.0,/
O=S(=O)(c1ccc(Cl)cc1)N1CCCc2ccccc21,-8.6,-20.4,-1.1,-11.8,0.0,1.7,/,-12.3
CC(C)(C)C(=O)CN1C(=O)NC(C)(Cc2ccc3c(c2)OCO3)C1=O (configuration not stated),-3.9,7.0,7.3,-2.3,-0.1,-1.7,0.0,-4.3
O=C(CC[C@H]1O[C@@H](n2cnc3c(NC(=O)c4ccccc4)ncnc32)[C@H](O)[C@@H]1O)NCC(c1ccccc1)c1ccccc1,11.9,-2.4,0.1,-7.6,0.1,-6.8,0.9,-3.1
CCOc1ccccc1CN1CCNC(=O)C1CC(=O)NCCN1CCOC1=O (configuration not stated),3.8,-13.4,-0.6,6.1,0.1,-3.2,/,-8.8
Cc1ccc(S(=O)(=O)N2CCOC2CNC(=O)C(=O)NCc2ccc(Cl)cc2)cc1 (configuration not stated),/,-0.1,10.0,6.3,0.1,/,0.0,-4.2
C[C@]12C(=O)N(c3cccc(F)c3)C(=O)N1[C@@H]1c3ccccc3OC[C@@H]1[C@H]2c1ccccc1,-6.2,-15.6,0.3,-3.0,0.8,-2.9,/,-2.5
Cc1ccccc1CN1CCN(CCCc2ccccc2)C(CCO)C1 (configuration not stated),0.1,-13.0,14.3,-4.6,0.1,-7.7,0.1,-3.0
O=C(CCN1CCN(CCO)CC1)Nc1cccc(Br)c1,-2.0,8.3,4.9,/,0.0,/,/,0.1
COc1ccc(-n2nc3c(c2NC(=O)C24CC5CC(CC(C5)C2)C4)CS(=O)C3)cc1 (configuration not stated),-4.8,-15.9,4.0,0.6,0.1,-6.2,1.1,3.9
COc1ccccc1CN1C(=NC(=O)CCC2CCCC2)SC2CS(=O)(=O)CC21 (configuration not stated),-10.6,-11.1,3.0,4.7,1.0,-3.0,/,6.3
Cc1nc(-c2ccc(NC(=O)c3ccccc3C)cc2)cs1,0.3,-1.5,-139.4,1.9,0.0,85.7*,-3.4,0.0

# Profiles, quoted from the list. Order of screens: FN deposit inh, RAD52 anneal inh, EWS-Fli block, RAD54 branch, XiGFP reactiv, esBAF inh, E-sel inducer, S100A4 inh HTS
# Entry for CN(CC(=O)Nc1cc(Cl)ccc1C#N)C1CCS(=O)(=O)C1 (configuration not stated) = 10.1, -23.6, 14.3, -11.6, -0.1, -0.7, 0.0, -1.9
# Entry for Cc1ccccc1CN1CCN(CCCc2ccccc2)C(CCO)C1 (configuration not stated) = 0.1, -13.0, 14.3, -4.6, 0.1, -7.7, 0.1, -3.0
# Entry for COCCN(C(=O)C1CC(=O)N(Cc2ccc(C)cc2)C1)c1c(N)n(CC(C)C)c(=O)[nH]c1=O (configuration not stated) = 0.4, -14.6, -6.0, 2.8, 0.7, -6.6, -0.3, 1.4
# Entry for COc1ccc(-n2nc3c(c2NC(=O)C24CC5CC(CC(C5)C2)C4)CS(=O)C3)cc1 (configuration not stated) = -4.8, -15.9, 4.0, 0.6, 0.1, -6.2, 1.1, 3.9

# Assay outcomes as filed in PubChem BioAssay.
